AID inh: activation induced cytidine deaminase inhibition; Q9GZX7; AID deamination FRET fluorescence, UDG-coupled, 4 h; Potency, µM (top dose mostly 115 µM), for the others: top-dose activity change, negative = inhibition, actives largely listed as inhibitors; 91,000 compounds, 0.32% hits; AID 1347428; note: nearly all actives have a fitted effect of over 25% in size
Target sequence (Q9GZX7 whole entry, looked up): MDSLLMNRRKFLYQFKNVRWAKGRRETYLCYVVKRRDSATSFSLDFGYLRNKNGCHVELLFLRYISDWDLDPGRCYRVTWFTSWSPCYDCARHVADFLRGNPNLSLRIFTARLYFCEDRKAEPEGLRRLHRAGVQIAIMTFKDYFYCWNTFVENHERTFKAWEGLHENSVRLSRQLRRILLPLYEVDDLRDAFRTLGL
UDG counterscr: UDG inhibition counter-screen; 91,000 compounds, 0.14% hits; Potency, µM (titrated, usually from 115 µM), without a hit: at the top dose activity change, negative = inhibition, usual class: inhibitors; FRET deamination/UDG coupled assay, UDG read, 4 h; note: nearly all actives have a fitted effect of over 65% in size
Numbers without * were called inactive; ? = inconclusive; [ ] = remark or other dose. Calls come from the whole dose curve; as a rule, active = well fitted curve in the direction sought with a large enough effect; inconclusive = small, poorly fitted or top-dose-only effect, or another doubt; inactive = no such curve, though single readings can be large; an effect the other way counts as inactive or inconclusive. % is set by controls: 0 for no effect and ±100 for the full control effect; potency is the fitted concentration of half-maximal effect. A portion of the library. The share of hits here may be higher or lower than overall.

[1] Cc1ccc2c(c1)C(=O)OC(C(=O)Nc1ncc(Cc3ccccc3Cl)s1)C2 (configuration not stated)
[2] CCn1cc(/C=C(\NC(=O)c2ccco2)C(=O)NCCO)c2ccccc21
[3] O=c1c(-c2ccccc2)c(C(F)(F)F)oc2cc(O)ccc12
[4] O=C(Nc1ccc2ccccc2n1)c1cccc[n+]1[O-]
[5] Cc1nn(Cc2ccc(Cl)c(Cl)c2)c(C)c1NC(=O)c1noc2c1CCc1ccccc1-2
[6] Cc1ccc(SCC(=O)c2ccc(S(C)(=O)=O)cc2)cc1
[7] CCC1(C)Cc2c(sc3nc(SC)nc(N4CCCCC4)c23)CO1 (configuration not stated)
[8] Cc1ccccc1NC(=O)CSc1nc2ccc(NC(=O)c3ccco3)cc2s1

Screen / compound no.,1,2,3,4,5,6,7,8
AID inh,25%,10%,1%,1%,?,-8%,-4%,-11%
UDG counterscr,-2%,6%,17%,2%,0%,-1%,-2%,-4%

[9] CCCc1cc(=O)oc2cc(C)c3c(-c4cccc(OC)c4)coc3c12
[10] CCN1CCN(c2c(S(=O)(=O)c3ccccc3)cnc3ccc(Cl)cc23)CC1
[11] NNC(=O)c1cc(N)cc([N+](=O)[O-])c1
[12] CCN(CC)c1ccc(NC(=O)c2cc(CN3CCCC3)on2)c(C)c1
[13] S=C1NC2(CCCCCCCCCCC2)NN1c1ccc(Cl)cc1
[14] Cc1c(-c2cc(C(F)F)c3c(C4CC4)nn(CC(=O)O)c3n2)cnn1C
[15] CCc1cc(C(=O)Nc2sc(Cc3ccccc3)cc2C(N)=O)cs1
[16] CC1=C(C(=O)Nc2cccnc2)C(c2ccc(C)cc2)n2nc(SCc3ccccc3F)nc2N1 (configuration not stated)

Screen / compound no.,9,10,11,12,13,14,15,16
AID inh,15%,?,-11%,17%,3%,-3%,-4%,-17%
UDG counterscr,25%,-28%,-7%,10%,-1%,-6%,2%,2%

[17] Cc1cc2nn(-c3ccc(F)cc3)nc2cc1NC(=O)c1cccc2c(Cl)cccc12
[18] CC(=O)c1ccc(N2CCN(C(=O)c3cc4c(s3)-c3ccccc3OC4)CC2)cc1
[19] CCOC(=O)c1c(NC(=O)/C=C/c2ccc(OC)cc2)sc2c1CCC(C)C2 (configuration not stated)
[20] O=C(c1ccc(F)cc1F)N1CCC(c2nc(-c3ccc(S(=O)(=O)N4CCCC4)cc3)no2)CC1
[21] CN(C)c1ccc(CNC(=O)Cc2ccc(NC(=O)N3CCCCc4ccccc43)cc2)cc1
[22] CCn1nc(C(=O)N2CCC(n3c(=O)[nH]c4ccccc43)CC2)c2ccccc2c1=O
[23] CCOc1ccc(S(=O)(=O)N(C(C)=O)c2ccc3oc(C)c(C(=O)OC)c3c2)cc1
[24] CC(Sc1nnc(N2CCCC2)n1-c1ccccc1Cl)c1nnc(-c2cccs2)o1 (configuration not stated)

Screen / compound no.,17,18,19,20,21,22,23,24
AID inh,6%,-8%,17%,-22%,-1%,0%,6%,1%
UDG counterscr,-13%,-10%,1%,-4%,-7%,3%,0%,-3%

[25] O=C(NCCc1ccccn1)C1CCN(c2ccc(C(F)(F)F)cn2)CC1
[26] Cc1cc(=O)oc2cc(OS(=O)(=O)/C=C/c3ccccc3)ccc12
[27] Cc1sc2ncn(CC(=O)N3CCN(c4ccccc4F)CC3)c(=O)c2c1S(=O)(=O)N1CCC(C)CC1
[28] COc1ccccc1NC(=O)c1cnc2ccccc2n1
[29] CC(C)c1cc(C(=O)Nc2ccc(C(=O)N(C)C)cc2)c2ccccc2n1
[30] COC(=O)c1c(NC(=O)c2c(OC)cccc2OC)sc2c1CCCC2
[31] Cc1ccc2nc(-c3ccccc3F)c(Nc3ccc(Cl)cc3)n2c1
[32] COc1ccc(C)cc1NC(=O)CN1C(=O)COc2ccc(S(=O)(=O)N3CCOCC3)cc21

Screen / compound no.,25,26,27,28,29,30,31,32
AID inh,-13%,-13%,?,21%,-8%,?,-23%,6%
UDG counterscr,-17%,5%,0%,3%,-7%,-10%[57.5 µM],-15%,4%[57.5 µM]

Of the compounds above, these contain a CF3 group:
[3] O=c1c(-c2ccccc2)c(C(F)(F)F)oc2cc(O)ccc12
[25] O=C(NCCc1ccccn1)C1CCN(c2ccc(C(F)(F)F)cn2)CC1

Screen / compound no.,3,25
AID inh,1%,-13%
UDG counterscr,17%,-17%

Carrying on:
[33] CCC(=O)N1CCc2cc(S(=O)(=O)CCC(=O)NCc3ccc(C)cc3)ccc21
[34] O=C(O)c1ccc2nc[nH]c2c1
[35] Cn1c(=O)c2c(ncn2CC(COCc2cccc(F)c2)OCc2cccc(F)c2)n(C)c1=O (configuration not stated)
[36] COc1ccc(OC)c(NC(=O)c2cn3c4c(ccc(Cl)c4c2=O)OC(C)C3)c1 (configuration not stated)
[37] CCOc1ccccc1/C=C/c1onc(C)c1S(=O)(=O)N1CCC(C(=O)N(CC)CC)CC1
[38] CC(C)(C)C1CCc2c(sc(NC(=O)c3ccccc3F)c2C(=O)NCc2ccco2)C1 (configuration not stated)
[39] CC(C)OC(=O)/C(C#N)=C\c1ccc(-c2cc(Cl)ccc2Cl)o1
[40] COc1ccccc1Nc1cc(C)nc2nc(-c3ccccc3)nn12

Screen / compound no.,33,34,35,36,37,38,39,40
AID inh,19%,20%,-2%,43%[activator],?,11µM*,-9%,5%
UDG counterscr,-9%,4%,-4%,18%,26%,-12%,-6%,12%

[41] CC(C)NS(=O)(=O)c1cccc(C(=O)Nc2ccc(N3CCCCC3)c3ccncc23)c1
[42] CC(C)(C)C1CCc2c(sc(NC(=O)c3ccco3)c2C(=O)Nc2ccccc2Cl)C1 (configuration not stated)
[43] CCCN(CCC)C(=O)c1nn(C)c2c1CSc1ccc(C)cc1-2
[44] O=C1CCCc2c1cc(C(=O)NC1CCCCC1)c(=O)n2-c1ccc(C(F)(F)F)cc1
[45] Cc1ccc(CNC(=O)Cn2ccn(-c3ccc(F)c(F)c3)c(=O)c2=O)cc1
[46] CCCCC(=O)Nc1ccc2oc(-c3ccncc3)nc2c1
[47] O=C(Cc1ccc(NC(=O)N2CCCCc3ccccc32)cc1)NCc1ccccc1
[48] Cc1ccc(OCCn2c(CNc3ccccc3C)nc3ccccc32)cc1

Screen / compound no.,41,42,43,44,45,46,47,48
AID inh,0%,-4%[57.5 µM],-17%,38%[activator],5%,1%,1%,4%
UDG counterscr,-3%,-9%[57.5 µM],-14%,-9%,8%[57.5 µM],-3%,2%,-5%

[49] CCCOc1ccc(C2C(=O)N(C3CCCCC3)CC(=O)N2CCC2=CCCCC2)cc1OC (configuration not stated)
[50] Cc1ccc(-c2cn3cccnc3n2)cc1NC(=O)Nc1ccc(F)cc1
[51] COc1cccc(NC(=O)CSCc2cc(=O)c3ccc(C)c(C)c3[nH]2)c1
[52] COc1ccccc1CNC(=O)CCCCn1c(=O)c2ccccc2n(Cc2c(C)cc(C)cc2C)c1=O
[53] COc1cc(C(=O)OCC(=O)NC2CCC(C)CC2)cc(Cl)c1OC (configuration not stated)
[54] CCOC(=O)N1CCC(NC(=O)C(C)n2nc(C)c3sc4ccccc4c3c2=O)CC1 (configuration not stated)
[55] Cc1cc(F)ccc1NC(=O)CN(C)S(=O)(=O)c1ccc(C(=O)N2CCOCC2)s1
[56] NCC(O)C1CCCCCCC1 (configuration not stated)

Screen / compound no.,49,50,51,52,53,54,55,56
AID inh,-13%,38%[activator],-1%,-3%,1%,-10%,13%,4%
UDG counterscr,-11%,16%,-17%[57.5 µM],-11%,-2%,-9%,7%,3%

[57] COc1ccccc1CN(Cc1cccs1)C(=O)Cc1n[nH]c(=O)c2ccccc12
[58] Cc1cc(=O)n(Cc2ccc(F)cc2Cl)c2c1c(C)nn2-c1ccccc1
[59] CCCCC/C=N\Nc1nc(C)nc(N)n1
[60] COc1ccccc1N1CCN(C(C(=O)O)c2c[nH]c3ccc(NC(=O)CCC(=O)O)cc23)CC1 (configuration not stated)
[61] Cc1nc2c(c(C)nn2-c2ccccc2)c(C)c1CCC(=O)Nc1ccc(F)cc1
[62] O=C(O)CCCN1CCOCC1
[63] CCOC(=O)c1[nH]c2c(c1C)C(=O)CCC2
[64] N#C/C(=C\c1ccco1)C(=O)NC1CCCC1

Screen / compound no.,57,58,59,60,61,62,63,64
AID inh,-6%,-4%,-11%,17%,1%,9%,-2%,7%
UDG counterscr,1%,38%[activator],-11%,0%,-11%[57.5 µM],11%,-2%,0%

[65] COC(=O)c1cc2c(Br)cc(OC)c(OC)c2[nH]1
[66] O=C(c1cc2ccc3cccnc3c2[nH]1)N1CCN(c2cccc(C(F)(F)F)c2)CC1
[67] COc1ccc(NC(=O)c2c(NCc3cccs3)sc3c2CCCC3)c(OC)c1
[68] Cn1c(C(=O)NCCc2ccccc2)cc2sc(Cl)cc21
[69] O=C(CSc1ncnc2ccccc12)Nc1ccccc1Oc1ccccc1
[70] COc1ccc(OCCSC(C)C(N)=O)cc1 (configuration not stated)
[71] CC1(C)CC(=O)C2=C(C1)OC(N)=C(C#N)C2c1ccc(C#N)cc1 (configuration not stated)
[72] CCOc1ccc(N(CC(=O)NCc2ccc(Cl)cc2)S(=O)(=O)c2c(C)noc2C)cc1

Screen / compound no.,65,66,67,68,69,70,71,72
AID inh,-4%,?,6%,7%,-27%,-1%,1%,22%
UDG counterscr,0%,-8%,0%,-7%,-2%,-3%,-1%,-5%

[73] Cc1cc(C)cc(C(N)C(=O)O)c1 (configuration not stated)
[74] CC(=O)Nc1ccc(NC(=O)c2cnn(-c3ccccc3)c2C2CCN(C(=O)OC(C)(C)C)CC2)cc1
[75] CC(=O)c1cccc(OC(C)C(=O)C(C#N)C(=O)NC2CC2)c1 (configuration not stated)
[76] CCC(C)C(NC(=O)OCc1ccccc1)C(=O)O (configuration not stated)
[77] COc1ccc(Cl)cc1NC(=O)CSc1nccn1Cc1ccco1
[78] Cc1ccccc1NS(=O)(=O)c1ccc2[nH]cc(C(=O)N3CCCC3)c(=O)c2c1
[79] COc1cccc(/C=C(/SCC(=O)O)c2nc3ccccc3s2)c1
[80] CCn1c(=N)n(CC(O)COc2ccccc2)c2ccccc21 (configuration not stated)

Screen / compound no.,73,74,75,76,77,78,79,80
AID inh,1%,9%,4%,-4%,-12%,8%,57%[activator],38%[activator]
UDG counterscr,0%,-7%,-6%,-4%,0%,-4%[57.5 µM],9%,5%

[81] CCCCCNC(=O)CCC(=O)NCCCCC
[82] COc1ccc(C2c3c(oc4cc(C)cc(C)c4c3=O)C(=O)N2Cc2ccco2)cc1OC (configuration not stated)
[83] Cc1ccc2c(c1)cc1c(=O)n(CC(=O)N3CCCCC3)nc(C)n12
[84] CC1CCCCN1c1nc(-c2ccc(C(C)(C)C)cc2)nc2ccccc12 (configuration not stated)
[85] Cc1ccc(C)c(NC(CC(=O)c2ccccc2)C(=O)O)c1 (configuration not stated)
[86] CC(C)OC(=O)/C(C#N)=C/c1c[nH]c2ccccc12
[87] COc1ccc(Nc2nc3ccccc3nc2NS(=O)(=O)c2ccc(Cl)s2)c(OC)c1

Screen / compound no.,81,82,83,84,85,86,87
AID inh,-1%,13%,5%,10%,-12%,-4%,-6%
UDG counterscr,2%,23%,-14%,-11%,0%,2%,-5%

Entries shown so far with two or more sulfur atoms, in the order listed:
[6] Cc1ccc(SCC(=O)c2ccc(S(C)(=O)=O)cc2)cc1
[7] CCC1(C)Cc2c(sc3nc(SC)nc(N4CCCCC4)c23)CO1 (configuration not stated)
[8] Cc1ccccc1NC(=O)CSc1nc2ccc(NC(=O)c3ccco3)cc2s1
[15] CCc1cc(C(=O)Nc2sc(Cc3ccccc3)cc2C(N)=O)cs1
[24] CC(Sc1nnc(N2CCCC2)n1-c1ccccc1Cl)c1nnc(-c2cccs2)o1 (configuration not stated)
[27] Cc1sc2ncn(CC(=O)N3CCN(c4ccccc4F)CC3)c(=O)c2c1S(=O)(=O)N1CCC(C)CC1
[55] Cc1cc(F)ccc1NC(=O)CN(C)S(=O)(=O)c1ccc(C(=O)N2CCOCC2)s1
[67] COc1ccc(NC(=O)c2c(NCc3cccs3)sc3c2CCCC3)c(OC)c1
[79] COc1cccc(/C=C(/SCC(=O)O)c2nc3ccccc3s2)c1
[87] COc1ccc(Nc2nc3ccccc3nc2NS(=O)(=O)c2ccc(Cl)s2)c(OC)c1

Screen / compound no.,6,7,8,15,24,27,55,67,79,87
AID inh,-8%,-4%,-11%,-4%,1%,?,13%,6%,57%[activator],-6%
UDG counterscr,-1%,-2%,-4%,2%,-3%,0%,7%,0%,9%,-5%
